JMJD2A Tudor inh: blocks the human JMJD2A Tudor domain; Potency, µM (series often up to 114 µM), for inactives: at the highest dose activity change, negative = inhibition, actives largely listed as inhibitors; O75164; 390,000 tested, 4.4% active; AlphaScreen JMJD2A-Tudor / H3K4me3 peptide binding; also: % is scaled to controls: 0 for no effect and ±100 for the full control effect; nearly all actives have a fitted effect of over 50% in size
Pol iota inh: blocks human DNA polymerase iota activity. Pol iota fluorescent replication assay, 10 min. Potency, µM (series often up to 115 µM), for the others: at the top dose activity, negative = inhibition, usual class: inhibitors. 390,000 tested, 1% active
Target sequence (Q9UNA4 whole entry, looked up): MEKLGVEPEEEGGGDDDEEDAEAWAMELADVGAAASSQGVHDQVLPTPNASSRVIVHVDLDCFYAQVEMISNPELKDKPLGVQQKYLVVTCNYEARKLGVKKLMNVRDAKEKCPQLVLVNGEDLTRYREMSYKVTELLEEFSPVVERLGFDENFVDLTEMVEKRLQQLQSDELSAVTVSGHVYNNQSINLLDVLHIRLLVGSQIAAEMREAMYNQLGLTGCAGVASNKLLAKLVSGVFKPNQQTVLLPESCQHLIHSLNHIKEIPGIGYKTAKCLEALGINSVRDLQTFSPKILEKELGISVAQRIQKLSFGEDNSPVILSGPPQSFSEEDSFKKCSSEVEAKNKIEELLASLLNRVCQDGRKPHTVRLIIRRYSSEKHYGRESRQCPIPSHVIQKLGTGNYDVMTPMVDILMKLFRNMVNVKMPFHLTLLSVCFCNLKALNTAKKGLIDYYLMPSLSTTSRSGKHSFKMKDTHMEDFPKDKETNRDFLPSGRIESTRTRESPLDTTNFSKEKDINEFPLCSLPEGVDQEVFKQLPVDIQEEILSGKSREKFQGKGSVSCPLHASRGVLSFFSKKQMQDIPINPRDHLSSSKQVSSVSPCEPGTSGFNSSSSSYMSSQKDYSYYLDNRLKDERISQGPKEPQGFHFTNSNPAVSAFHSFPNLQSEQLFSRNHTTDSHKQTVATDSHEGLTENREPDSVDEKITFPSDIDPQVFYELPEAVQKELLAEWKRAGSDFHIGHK
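Pol iota at 10 nM preincubated 15 min with compounds at room temperature; reaction started with fluorescent substrate, 50 nM final. Fluorescence read kinetically at 0 and 10 min; buffer-only wells as negative control.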
PGK inhibitor: inhibitors of T. brucei phosphoglycerate kinase; PGK/GAPDH coupled, Kinase-Glo luminescence, 60 min; Potency, µM (titrated, usually from 57.5 µM), for the others: at the highest dose activity change, negative = inhibition, actives largely listed as inhibitors; AID 602233; 380,000 tested, 0.043% active; P07378; also: % is scaled to controls: 0 for no effect and ±100 for the full control effect; nearly all actives have a fitted effect of over 60% in size
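Recombinant glycosomal PGK reaction used 1,3-bisphosphoglycerate generated in-well by GAPDH (100nM final) in 100mM TEA pH 7.6, 5mM MgCl2, 0.01% Tween-20. After 60 minutes at room temperature, ATP was read by Kinase-Glo Plus luminescence end-point.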
G9a inh: G9a (human) methyltransferase inhibition; 350,000 tested, 8.8% active; Potency, µM (series often up to 102 µM), without a hit: at the highest dose activity, negative = inhibition, actives largely listed as inhibitors; G9a H3K9 monomethylation, AlphaScreen, 2 h; also: % is scaled to controls: 0 for no effect and ±100 for the full control effect; nearly all actives have a fitted effect of over 75% in size
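Enzyme 20 nM + cpd, 15 min RT; add b-H3K9 pep 500 nM / SAM 20 uM; 2 h RT; anti-H3K9me1 Ab 0.5 ug/mL + SA donor / anti-rabbit acceptor beads 20 ug/mL each, 10 min; AlphaScreen read.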
Pin1 inhibitor: inhibitors of human Pin1 | Q13526 | Pin1 FP peptide displacement, HiFluor488, 10 min | Potency, µM (titrated, usually from 115 µM), inactives show at the highest dose activity, negative = inhibition, most hits filed as inhibitors | 390,000 tested, 0.009% active; active = well fitted inhibition curve with a large enough effect in the polarisation, with a control signal flat, not every such curve was filed as active; inconclusive = small, poorly fitted or top-dose-only effect, or effect the other way, or a change in a side signal; inactive = no such curve, though single readings can be large or run the other way; the % refers to the polarisation; also: % is scaled to controls: 0 for no effect and ±100 for the full control effect
Target sequence (Q13526 whole entry, looked up): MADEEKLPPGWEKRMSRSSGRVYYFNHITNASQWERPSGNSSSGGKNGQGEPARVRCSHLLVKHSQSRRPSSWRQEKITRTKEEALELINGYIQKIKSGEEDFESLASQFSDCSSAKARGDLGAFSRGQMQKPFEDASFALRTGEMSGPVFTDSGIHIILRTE
GLS inh: glutaminase GLS (human) inhibition. GLS enzymatic activity, qHTS titration. Potency, µM (series often up to 45.5 µM), without a hit: at the highest dose activity change, negative = inhibition, most hits filed as inhibitors. 410,000 tested, 0.21% active; also: % is scaled to controls: 0 for no effect and ±100 for the full control effect
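Coupled fluorescence readout: glutamate oxidase/HRP/Amplex Red detect glutamate formed by hKGA from L-glutamine (1 mM solution added). Buffer 45 mM KH2PO4 pH 8.2, 0.02% Tween-20; reads at t0 and 30 min RT.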
HP1b binding inh: blocks HP1-beta chromodomain binding to methylated histone tails. AlphaScreen HP1-beta / biotin-H3K9me3 peptide binding. Potency, µM (series often up to 114 µM), without a hit: at the top dose activity change, negative = inhibition, hits mostly inhibitors. AID 540317. 390,000 tested, 0.56% active; also: nearly all actives have a fitted effect of over 70% in size; inactives centre near 23
Target sequence (P83916 whole entry, looked up): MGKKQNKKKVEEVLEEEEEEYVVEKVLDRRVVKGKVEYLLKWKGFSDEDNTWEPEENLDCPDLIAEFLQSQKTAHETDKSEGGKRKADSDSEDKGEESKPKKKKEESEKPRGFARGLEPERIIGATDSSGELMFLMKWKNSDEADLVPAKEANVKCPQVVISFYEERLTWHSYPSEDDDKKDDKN
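AlphaScreen: HP1-beta (50 nM) preformed 30 min with biotin-H3(1-18)K9me3 peptide (50 nM) in PBS pH 7.4, 0.01% Tween-20. Compound added for 30 min at RT, then streptavidin donor/nickel chelate acceptor beads (10 ug/mL) for 30 min.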
BLM helicase inh: Bloom syndrome helicase (human) inhibition; P54132; recombinant BLM DNA unwinding, fluorescence dequenching; Potency, µM (doses to about 56.1 µM), without a hit: at the top dose activity change, negative = inhibition, usual class: inhibitors; 350,000 tested, 0.2% active; AID 2528;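 also: plate controls were vehicle for no effect and no enzyme for full effect; nearly all actives have a fitted effect of over 35% in size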
BAZ2B inh: BAZ2B (human) inhibition; Potency, µM (highest dose often 114 µM), for the others: at the top dose activity change, negative = inhibition, usual class: inhibitors; Q9UIF8; 360,000 tested, 4.4% active; AlphaScreen BAZ2B-H3K14Ac peptide displacement; also: % is scaled to controls: 0 for no effect and ±100 for the full control effect; nearly all actives have a fitted effect of over 60% in size
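Protein-peptide AlphaScreen: BAZ2B 50 nM, b-H3K14Ac 50 nM, 1x PBS pH 7.4 + 0.01% Tween-20. Preincubation 30 min RT; cpd 30 min RT (top 110 uM); beads 20 min RT, light-protected.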
* marks the source's active call; other numbers are inactive results; i = inactive; u = inconclusive; x = no result given; & = joins results of further samples; [ ] = dose if it differs, or a comment. Unless noted, calls follow the shape of the dose curve; as a rule, active = well fitted curve in the direction sought with a large enough effect; inconclusive = small, poorly fitted or top-dose-only effect, or another doubt; inactive = no such curve, though single readings can be large; an effect the other way counts as inactive or inconclusive. Potency is read from the fitted curve at half-maximal effect. Only part of the results is shown; the hit share may differ from the screen's.

SMILES | JMJD2A Tudor inh | Pol iota inh | PGK inhibitor | G9a inh | Pin1 inhibitor | GLS inh | HP1b binding inh | BLM helicase inh | BAZ2B inh
Cc1ccccc1CN(C)Cc1cc(=O)oc2c(C)c(C)ccc12 | 29% | 26% | 2% | 61%[activator] | 3% | 4% | 70%[activator] | -9% | 34%[activator]
CC(C)(C)OC(=O)C[C@@H]1C/C=C\C[C@H](CC(=O)NCCO)C(=O)N[C@@H](Cc2ccccc2)COC1=O | -20% | 14% | -2% | x | 3% | 2% | 19% | x | x
C=CCn1c(=O)c2ccccc2n2c(SCc3nc4ccccc4s3)nnc12 | -5% | 1% | -6% | 13µM* | 14% | 8% | 52%[activator] | -5% | -14%
NC(=O)CSc1nnc(-c2ccco2)n1N | 5% | 69%[activator] | -7% | 8% | -2% | -13% | 50%[activator] | 1% | 3%
COc1ccc(-n2c(SC)nc(O)cc2=O)cc1 | -9% | 20% | -10% | -4%[59 µM] | -8% | 11% | 37% | -2% | 9%
Cc1cc(C)c2nc(Cl)c(Cl)nc2c1 | 11% | -9% | -3% | u | -2% | -3% | 27% | -1% | 6%
COC(=O)c1sccc1S(=O)(=O)N(CC(=O)Nc1ccc(C)c(F)c1)c1ccc(C)c(C)c1 | -23% | -6% | 0% | 17%[59 µM] | 11% | 6% | 12% | -9% | -8%
CCN(CC)C(=O)CN1CCC(c2nc3cc(C)c(C)cc3[nH]2)CC1 | -5% | 100%[activator] | -2% | 10% | 2% | 0% | 18% | 1% | 2%
COc1ccc(NC(=O)C2CCCN2C(=O)NC2CCCCC2)cc1 (configuration not stated) | u | 207%[activator] | 0% | -47% | 2% | 0% | 11% | 0% | -24%
CC(C)c1ccc(S(=O)(=O)N2CCC(C(=O)NCc3ccco3)CC2)cc1 | -18% | 7% | 2% | u | -5% | 9% | -3% | x | 2%
COc1cccc(NC(=O)Cn2c(=O)n(CC3CCCO3)c(=O)c3ccccc32)c1 (configuration not stated) | 1% | 26% | 6% | 11%[59 µM] | 1% | 4% | 17% | -3% | 6%
C/C(=N\NC(=O)c1cccnc1)c1ccc(Br)cc1 | -1% | 48%[activator] | 0% | 25% | 3% | -1% | 41%[activator] | -3% | 1%
CN(C(=O)CN1CCN(c2cnn(-c3ccccc3)c(=O)c2Cl)CC1)C1CCS(=O)(=O)C1 (configuration not stated) | 0% | 23% | 1% | -7%[12.7 µM] | 1% | 1% | 32% | x | 3%
Clc1ccc(-c2nnc(-c3ccccc3)c(N3CCSCC3)n2)cc1 | -25% | 9% | 3% | 14%[12.7 µM] | 1% | -1% | 2% | -2% | -38%
COc1ccccc1CNC(=O)CN1C(=O)c2cccnc2Oc2ccccc21 | -18% | 17% | x | -4%[59 µM] | -6% | 3% | 18% | -2% | 2%
Cc1ccccc1OCC(=O)Nc1c2c(nn1C(C)(C)C)CS(=O)(=O)C2 | 0% | 12% | -9% | x | -2% | 0% | 18% | -2% | -4%
COc1cc2c(cc1OC)CN(C(=O)CN(C)S(=O)(=O)c1ccc(NC(C)=O)cc1)CC2 | 2% | 56%[activator] | -4% | -9% | -8% | 0% | 5% | -9% | -8%
CCOC(=O)/C(C#N)=C\c1ccc(O)c(OC)c1 | -13% | 72%[activator] | -7% | -24% | 11% | 8% | 5% | -7% | -38%
COc1ccc(-n2c(C(C)n3nc(C)c([N+](=O)[O-])c3C)n[nH]c2=S)cc1 (configuration not stated) | 13µM* | 11% | -4% | 6.3µM* | 5% | -13% | 40%[activator] | -10% | -5%
COc1ccc(NC(=O)Nc2sc(=S)n(C)c2C)cc1 | -16% | 121%[activator] | 4% | 50µM* | 10% | -24% | -22% | 0% | -37%
O=C(O)c1ccc(Cl)c(S(=O)(=O)N(Cc2ccccc2)c2ccc(Cl)cc2)c1 | -17% | u | -20% | 50µM* | u | 5% | 17% | -5% | -23%
CC(=O)Nc1ccc(NC(=O)COC(=O)CCNS(=O)(=O)c2c(Cl)cccc2Cl)cc1 | -9% | 14% | i | -50% | -7% | -1% | 46%[activator] | x | 6%
COc1cc(/C=C/C(=O)Nc2ccc(S(=O)(=O)Nc3onc(C)c3C)cc2)cc(OC)c1OC | -23% | 0% | -5% | x | 4% | 5% | 21% | x | x
O=C1NC2=C(CCc3ccccc32)C(c2ccccc2)N1 (configuration not stated) | -17% | -2% | -7% | 45µM* | -5% | 2% | 45%[activator] | 0% | -3%
Cc1cc(=O)oc2cc(OCC(=O)N3CCN(c4ccc(F)cc4)CC3)c(Cl)cc12 | -18% | 24% | -1% | -6% | 2% | 1% | 25% | 1% | 3%

Other structures follow:
SMILES | JMJD2A Tudor inh | Pol iota inh | PGK inhibitor | G9a inh | Pin1 inhibitor | GLS inh | HP1b binding inh | BLM helicase inh | BAZ2B inh
CCN(CC(=O)NC(=O)NCc1ccccc1)CC(=O)Nc1cc(Cl)ccc1C | -4% | -20% | -6% | 17%[2.33 µM] | 2% | -8% | 46%[activator] | x | -4%
CCN(CC(=O)Nc1ccccc1C(F)(F)F)C(=O)/C=C/c1ccc(Cl)c([N+](=O)[O-])c1 | -14% | 20% | -3% | 18µM* | 0% | 5% | 20% | x | -5%
CCOC(=O)c1c(NC(=O)c2ccc(S(=O)(=O)N(C)C3CCCCC3)cc2)sc2c1CCN(C(C)C)C2 | -18% | 15% | -2% | -5%[59 µM] | u | -6% | 17% | -3% | 7%
O=C(CSc1nccn1-c1ccc(F)cc1)Nc1ccc(OC(F)(F)F)cc1 | u | 1% | 1% | u | -3% | 4% | -13%[57 µM] | -7% | u
CCOc1cccc(/C=N/NC(=O)CC2C(=O)NN=C2C)c1O (configuration not stated) | -1% | 39%[activator] | 1% | -44% | 1% | 5.6µM* | 40%[activator] | 1% | 4%
Cc1cccn2c(=O)nc(SCC(=O)NCc3ccco3)nc12 | -26% | -15% | -4% | -33% | -5% | 14% | 8% | x | 3%
CCOC(=O)C1CCN(C(=O)Cn2nc(CC)n3c(cc4occc43)c2=O)CC1 | -5% | 16% | i | 9%[59 µM] | -10% | -3% | 25% | 2% | -13%
Cc1ccc(NC(=O)CN(C)S(=O)(=O)c2cccc3cccnc23)cc1F | -11%&1% | 7%&26% | 7%&-2% | 8%[0.0925 µM] | 1%&-3% | -2%&4% | 39%&35%[activator] | -1%&-3% | -4%&-3%
CSc1nc2ccc(NC(=O)c3ccco3)cc2s1 | -12% | 8% | i | -11% | -6% | -10% | 29% | 0% | -5%
O=C(NC1CC1)c1ccc(-n2cccc2)cc1 | -12% | 60%[activator] | 0% | -27% | 0% | -1% | -2% | -3% | -27%
COCCN(C(=O)c1snc(C(N)=O)c1N)C(C(=O)NC1CCCCC1)c1ccc(N(C)C)cc1 (configuration not stated) | -22% | -1% | -2% | x | -4% | 18% | 11% | -1% | -35%
COc1ccc(-n2nc(C(=O)NCC3CCCO3)c3ccccc3c2=O)cc1 (configuration not stated) | -14% | -16% | -1% | 4% | -12% | -1% | 41%[activator] | -1% | -25%
CCN(CC)c1ccc2cc(S(=O)(=O)c3ccc(Cl)cc3)c(=O)oc2c1 | 84%[activator] | 2% | -10% | 142%[activator] | u | 0% | 147%[activator] | -5% | 63%[activator]
Cc1ccccc1NC(=O)N1CCCC1C(=O)NCc1ccccc1 (configuration not stated) | -10% | 7% | -7% | 19% | 3% | 1% | 41%[activator] | -3% | -1%
CC(C)CCNC(=O)c1cccc(Cl)c1 | -1% | 4% | -2% | 5%[12.7 µM] | 0% | 11% | 25% | 0% | 10%
O=c1cc(-c2ccccc2)nc(SCc2ccccc2F)[nH]1 | -17% | 18% | -5% | 8% | 0% | 1% | 27% | 0% | -17%
Cc1ccc(N(C(=O)CNC(=O)c2ccco2)C(C(=O)NC2CCCCC2)c2cccnc2)cc1 (configuration not stated) | -22% | -11% | -5% | 16%[59 µM] | -9% | 0% | -11% | -3% | 1%
O=C(CSc1nc2ccccc2c(=O)n1Cc1ccc(C(=O)NC2CC2)cc1)NCc1ccco1 | -17% | u | -2% | 2%[12.7 µM] | 44%[activator] | x | 29% | -7% | 4%
O=C(Nc1cccc(C(F)(F)F)c1)C1CCN(S(=O)(=O)c2cnc[nH]2)CC1 | 3% | 4% | -5% | 1%[2.33 µM] | -10% | -11% | 53%[activator] | -1% | 15%
CCOC(=O)C1CCN(C(=O)COC(=O)c2ccc(=O)n(Cc3ccccc3)n2)CC1 | -6% | 7% | 8% | -22% | -9% | 1% | 36% | x | -7%
Cc1nn(C)c(C)c1CN(Cc1nc(-c2cc(F)ccc2F)oc1C)C1CC1 | -12% | 91%[activator] | i | x | 2% | -8% | 23% | 0% | -10%
CCOC(=O)c1cccc(NC(=O)c2sc3nc[nH]c(=O)c3c2C)c1 | -12% | 12% | -11% | 5%[59 µM] | 5% | -22% | 22%[57 µM] | -1% | 1%
Cc1ccc(NC(=O)c2ccccc2NC(=O)Cc2ccccc2)cc1 | -12% | 8% | -11% | 26%[59 µM] | 0% | 0% | 28% | -11% | -1%
Cc1ccc(-n2nc3c(=O)n(CCCC(=O)NCc4cccc(Cl)c4)nc(C)c3c2C)cc1 | -20% | 7% | -2% | -7%[59 µM] | -1% | -3% | 15%[57 µM] | 1% | -16%
COC(=O)c1c(NC(=O)Cn2cc([N+](=O)[O-])cn2)sc2c1CCC2 | -4% | 8% | 11% | 2% | 6% | 23% | 25% | 0% | 1%
CC(=O)Nc1ccc(NS(=O)(=O)c2ccc3c(c2)NC(=O)CC(=O)N3)cc1 | -12% | -17% | -2% | 33% | 0% | 20% | 42% | 3% | -5%

Single records, as listed above. Screens in order: JMJD2A Tudor inh, Pol iota inh, PGK inhibitor, G9a inh, Pin1 inhibitor, GLS inh, HP1b binding inh, BLM helicase inh, BAZ2B inh
COc1cc2c(cc1OC)CN(C(=O)CN(C)S(=O)(=O)c1ccc(NC(C)=O)cc1)CC2 as listed: 2%, 56%[activator], -4%, -9%, -8%, 0%, 5%, -9%, -8%
CCOC(=O)C1CCN(C(=O)COC(=O)c2ccc(=O)n(Cc3ccccc3)n2)CC1 as listed: -6%, 7%, 8%, -22%, -9%, 1%, 36%, x, -7%
Cc1cc(C)c2nc(Cl)c(Cl)nc2c1 as listed: 11%, -9%, -3%, u, -2%, -3%, 27%, -1%, 6%

High-throughput results (PubChem)
